TDP1 block = inhibitors of human tyrosyl-DNA phosphodiesterase TDP1; Q9NUW8; recombinant TDP1, AlphaScreen DNA substrate cleavage; Potency, µM (series often up to 130 µM), for inactives: at the highest dose activity change, negative = inhibition, usual class: inhibitors; actives 0.28% (n = 350,000); AID 485290; further: nearly all actives have a fitted effect of over 40% in size
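E. coli-derived human Tdp1, 1 nM final. Cpd preinc 15 min RT; substrate 15 nM final, 5 min RT; AS bead mix 10 ug/ml final, 10 min RT. Signal loss = tyrosine-FITC cleavage. No-enzyme wells = max signal.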
DT40 TDP1 no CPT = qHTS for Inhibitors of human tyrosyl-DNA phosphodiesterase 1 (TDP1): qHTS in cells in absence of CPT | Potency, µM (titrated, usually from 46.2 µM), for inactives: at the highest dose activity change, negative = growth inhibition, hits mostly inhibitors | DT40 Tdp1-/- hTDP1 cells, no CPT, ATP luminescence, 48 h | actives 15% (n = 420,000) | AID 686978, 2013; further: nearly all actives have a fitted effect of over 55% in size
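DT40 Tdp1-/-;hTDP1 cells, no CPT (DMSO vehicle only), 400 cells/well; compounds pin-transferred; ≥48 hr, 37 °C; CellTiter-Glo 30 min RT dark, luminescence read.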
GCN5L2 inh = GCN5L2 (KAT2A) acetyltransferase inhibition | Potency, µM (top dose mostly 58.9 µM), without a hit: at the highest dose activity change, negative = inhibition, hits mostly inhibitors | AID 504327 | GCN5L2 HAT assay, ThioGlo1 CoA-SH fluorescence | actives 0.21% (n = 390,000) | Q92830
Target sequence (Q92830 whole entry, looked up): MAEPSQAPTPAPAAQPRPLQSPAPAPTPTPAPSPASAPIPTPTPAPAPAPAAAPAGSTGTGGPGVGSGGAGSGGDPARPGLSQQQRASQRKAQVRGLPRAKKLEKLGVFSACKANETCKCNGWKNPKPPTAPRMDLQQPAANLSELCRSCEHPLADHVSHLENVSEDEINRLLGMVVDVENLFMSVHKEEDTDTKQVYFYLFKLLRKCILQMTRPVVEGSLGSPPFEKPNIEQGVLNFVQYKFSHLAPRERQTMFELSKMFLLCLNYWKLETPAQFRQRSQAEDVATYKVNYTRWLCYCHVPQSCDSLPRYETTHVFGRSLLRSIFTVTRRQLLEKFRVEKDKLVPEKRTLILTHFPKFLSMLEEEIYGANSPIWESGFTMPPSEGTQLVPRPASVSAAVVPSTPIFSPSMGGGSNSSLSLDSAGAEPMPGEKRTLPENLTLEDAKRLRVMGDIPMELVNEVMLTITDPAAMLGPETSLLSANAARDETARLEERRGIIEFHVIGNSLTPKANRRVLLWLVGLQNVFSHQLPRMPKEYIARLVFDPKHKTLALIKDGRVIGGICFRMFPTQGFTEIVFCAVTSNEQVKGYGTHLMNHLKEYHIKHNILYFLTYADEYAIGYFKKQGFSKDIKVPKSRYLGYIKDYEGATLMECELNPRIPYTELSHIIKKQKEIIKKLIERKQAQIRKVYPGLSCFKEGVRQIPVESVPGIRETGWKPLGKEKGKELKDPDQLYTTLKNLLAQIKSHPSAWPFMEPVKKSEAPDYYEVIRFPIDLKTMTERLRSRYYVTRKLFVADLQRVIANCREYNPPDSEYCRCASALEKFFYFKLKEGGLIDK
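Enzyme at 20nM final was mixed with library compounds for 15 min at room temperature. Peptide H3(1-25) at 75uM, acetyl-CoA at 70uM and ThioGlo1 at 50uM were then added. Plates were read immediately and after 20 min (Ex340nm/Em540nm).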
Starred values were filed as active, the others as inactive; ? = inconclusive; . = no result given; & = joins results of further samples; [ ] = another dose, or the depositor's remark. The call rests on the fitted dose curve; in most records, active means well fitted curve in the direction sought with a large enough effect; inconclusive means small, poorly fitted or top-dose-only effect, or another doubt; inactive means no such curve, though single readings can be large; an effect the other way counts as inactive or inconclusive. On the % scale 0 is the no-effect control and ±100 the full control effect; potency means the concentration at half of the fitted maximal effect. Not all compounds are listed (hit frequency here may not be typical).

SMILES	TDP1 block	DT40 TDP1 no CPT	GCN5L2 inh
COc1ccccc1N1CCN(c2ncnc3nc[nH]c23)CC1	5%	?	-8%
COc1cc([N+](=O)[O-])cc2sc(NC(=O)C3CC3)nc12	-1%	1%	-3%
O=C(CN1C(=O)CCOc2ccccc21)Nc1cccc(S(=O)(=O)N2CCOCC2)c1	0%	-18%	3%
COC(=O)c1ccc2c(=O)n(Cc3ccc(C(=O)NC(C)C)cc3)c(=S)[nH]c2c1	5%	23µM*	2%
Cc1cc(C)n(-c2ccc(OCC(=O)O)nn2)n1	0%	6%	-1%
CCC(=O)Nc1c(C(=O)N2CCN(c3ccc(F)cc3)CC2)oc2ccccc12	0%	26µM*	-6%
COP(=O)(c1ccc(N(C)C)cc1)C(O)c1ccccc1 (centres undefined)	.	0%	3%
O=C(Nc1ccc(F)cc1)N(Cc1ccco1)Cc1cc2cc3c(cc2[nH]c1=O)OCO3	4%	23µM*	-24%
CCC(c1nnnn1C(C)(C)C)N(Cc1ccco1)Cc1cc2cccc(C)c2[nH]c1=O (centres undefined)	6%	?	-11%
CCOC(=O)C1CCCN(C(=O)c2[nH]c3ccccc3c2Sc2ccc(Cl)cc2)C1 (centres undefined)	9%	?	-5%
Cc1cc(C)c2oc(-c3cc(NC(=O)Cc4ccccc4)ccc3Cl)nc2c1	.	?	2%
COc1ccc(CC(=O)Nc2cc(-c3cn4cccnc4n3)ccc2OC)cc1	0%	?	16%
Cc1ccc(C)c(OCC(O)CN2CCc3ccccc3C2)c1C (centres undefined)	.	3.7µM*	0%
C#CCOC(=O)CCC(=O)Nc1cc(OC)nc(OC)n1	0%	.	4%
Cc1cc(C(=O)CSc2nc(N)cc(N)n2)c(C)n1CC1CCCO1 (centres undefined)	1%	?	-2%
CC(OC(=O)CCN=C1NS(=O)(=O)c2ccccc21)C(=O)Nc1ccc(N(C)C)cc1 (centres undefined)	5%	-13%	-6%
O=C1CCCN1c1ccc(S(=O)(=O)Nc2cccnc2)cc1	0%	-16%	-3%
COc1ccc(S(=O)(=O)N2CCN(Cc3ccco3)CC2)cc1	6%	-23%	-5%
COc1ccc(-n2cnc3cc(C(=O)N4CCOCC4)ccc32)cc1	4%	3%	-4%
Cc1cc(NC(=O)COc2ccccc2C)no1	-5%	-8%	-1%
COCC(=O)N1CCC(n2nccc2NC(=O)c2ccccc2OC)CC1	6%	-7%	-6%
O=C(NCCC1=CCCCC1)C1CCN(C(=O)N2CCOc3ccccc32)CC1	1%	?	-8%
Cc1ccc(C)c(N(CC(=O)NC2CCCC2)C(=O)c2cc3cc4cccc(C)c4nc3s2)c1	0%	?	-6%
CN(C)CCN1C(=O)NC(C)(c2ccc([N+](=O)[O-])cc2)C1=O (centres undefined)	-5%	-9%	3%
Fc1cccc(CN2CCCCCCC2)c1	-11%	16%	-9%
CC1CN(S(=O)(=O)c2ccc(C(=O)Nc3ccc(S(=O)(=O)N4CCOCC4)cc3)cc2)CC(C)O1 (centres undefined)	3%	13µM*	-23%
O=C(CCSc1nnc2ccccn12)Nc1ccc2c(c1)OCO2	2%	-7%	-9%
O=C(N/N=C/c1ccco1)c1ccncc1	5%	-3%	-8%
Cc1cccc(C(=O)NNC(=O)C23CC4CC(CC(C4)C2)C3)c1O	1%	?	-5%
Cc1cc(C(=O)NNC(=O)c2cccs2)nn1C(C)(C)C	3%	17%	-2%
COc1ccc(NC(=O)c2ccco2)cc1NC(=O)c1c(F)c(F)c(OC)c(F)c1F	0%	4%	6%
COc1cc(/C=N/Nc2ccccc2)ccc1OC(=O)c1cccs1	7%	-2%	-4%
COc1ccc(/C=C2\N=C(c3ccccc3)N(c3ccc(C(=O)O)cc3)C2=O)cc1OC	5%	-27%	0%
O=C(CSC1=NC(=O)C(c2ccccc2)C(=O)N1)Nc1ccccc1Cl (centres undefined)	-2%	-7%	-6%
O=C(C[C@@H]1C/C=C\C[C@H](NC(=O)OCC2c3ccccc3-c3ccccc32)C(=O)OC[C@@H]2CCCN2C1=O)NCCO	?	10µM*	1%
O=C(CCCCCn1c(=S)[nH]c2cc3c(cc2c1=O)OCO3)N1CCN(Cc2ccccc2)CC1	-1%	-29%	-14%
CCCNC(=O)c1cc2cc([N+](=O)[O-])ccc2s1	1%	-17%	-8%
Cc1ccc(/C=C/c2ccc(N(C)C)cc2)[n+](C)c1	.	0.41µM*	-21%
CN1CCC(NC(=O)CCc2ccccc2)CC1	.	1%	0%
CC(C)N1CSC(=S)N(Cc2ccccc2)C1	7%	4.1µM*	0%
O=C(NC1CCCCC1)[C@@H]1CSC2c3ccccc3C(=O)N21 (some centres undefined)	3%	2%	-1%
S=C(Nc1ccc2nsnc2c1)NC1CCCCC1	4%	?	-4%
CC(=O)N1CCN(C(=O)CCNS(=O)(=O)c2ccccc2)CC1	0%	2%	2%
CC(C1CC1)N(Cc1ccccc1)C(=O)NC(=O)c1ccccc1 (centres undefined)	-1%	-20%	4%
O=C(NCCCNC(=O)c1cc(Cl)ccc1Cl)c1ccco1	3%[0.0935 µM]	-42%	-6%
Cc1cc(/C=C2/NC(=O)N(c3ccccc3)C2=O)c(C)n1C(C)C	3%	?	-3%
COc1ccccc1OCCCCCCN1CCOCC1	.	-3%	28%
CCN(CC)/C(Sc1ccccc1)=C(/C(Cl)=C(Cl)Cl)[N+](=O)[O-]	7%	?	-6%
CCOC(=O)Cc1c(C)nc2c(C#N)c[nH]n2c1=O	5%	1%	-6%
CC(C)Cc1nc(NCCN2CCOCC2)c(C#N)c2c1COC(C)(C)C2	3%	18µM*	-4%

(list continues)
SMILES	TDP1 block	DT40 TDP1 no CPT	GCN5L2 inh
CC1CN(CCCOc2ccccc2[N+](=O)[O-])CC(C)O1 (centres undefined)	-8%	-11%	-5%
Cc1c(C(=O)N2CCC(C)CC2)sc2ncnc(N3CCN(c4ccccc4)CC3)c12	4%	-29%	-9%
CCc1cc2c(NC(Cc3ccccc3)C(=O)O)nc(C)nc2s1 (centres undefined)	.	-25%	-1%
CC(C)(C)C1CCC2(CC1)SCC(=O)N2c1ccccc1 (centres undefined)	-6%	?	3%
CCOc1ccc(N2CC(C(=O)Nc3ccccc3C(=O)NC3CC3)CC2=O)cc1 (centres undefined)	.	1%	1%
CCN(C(=O)CSc1ncnc2sccc12)c1c(N)n(Cc2ccccc2)c(=O)[nH]c1=O	0%	?	-4%
CN1CCN(C(=O)CCn2c(=O)c3cccn3c3cccnc32)CC1	4%	2%	-5%
COc1ccc2ccccc2c1/C=N/NC(=O)c1nnn(-c2nonc2N)c1CN(C)C	-1%	19%	0%
Cc1noc(C(=O)Nc2ccc(C#N)cc2)c1Cl	.	-6%	?
C=CCNc1nc(Cl)nc(NCc2ccco2)n1	.	-5%	8%
COc1ccc(C(C)(C)C)cc1NC(=O)C1CC=CCC1C(=O)O (centres undefined)	-9%	15µM*	-5%
O=C(c1cnc(N2CCN(c3ccccn3)CC2)c2ccccc12)N1CCN(c2cccc(Cl)c2)CC1	2%	12µM*	-27%
CCCNC(=O)Cn1sc2nc(C)cc(C)c2c1=O	8%	4.1µM*	28µM*
O=C(c1ccccc1)N(Cc1ccc(F)cc1)Cc1nc2ccccc2c(=O)[nH]1	3%	-27%	-1%
O=C(CCC(=O)NC1CCCCC1)NCc1ccc(F)cc1	0%	10%	-8%
COc1ccc(C(=O)Oc2ccc(C(=S)N3CCOCC3)cc2)cc1	5%	?	-19%
CCCCN(CC)CCCNC(=O)C1CCN(c2ncnc3c2sc2cccc(F)c23)CC1	5%	29µM*	-1%
CCCNC(=O)c1onc(CSc2ccccn2)c1C(=O)NCCC	4%	-20%	13%
CN(C)/N=N\c1nc[nH]c1C(N)=O	5%[21 µM]	.	2%[21.4 µM]
CCOC(=O)N1CCc2c(sc3c2c(=O)n(Cc2ccccc2)c(=O)n3Cc2c(F)cccc2Cl)C1	4%	18µM*	2%
CC(=O)Nc1ccc(S(=O)(=O)N(C)CC(=O)N/N=C/c2cccc(O)c2)cc1	3%	-15%	-10%
CC(C)OCCCNC(=O)c1ccc(Br)cc1	1%	7%	-4%
O=C(O)c1ccc(O)cc1	5%	.	-8%
O=C(NC(=S)Nc1cccc([N+](=O)[O-])c1)C1CCCC1	4%[56.1 µM]	-4%	-17%
COc1cccc(Nc2nnc(SCN3C(=O)c4ccccc4C3=O)s2)c1	-5%	-12%	2%
CCc1nccn1CCC(=O)N1CCCC(Nc2ccc(F)cc2)C1 (centres undefined)	6%	2%	1%
COc1ccc(C(=O)N2CCN(c3ccc([N+](=O)[O-])c(-n4nc(C)cc4C)c3)CC2)cc1	3%	-17%	-1%
Cc1ccccc1C(=O)NNC(=O)c1ccc(F)cc1	8%	-10%	-7%
COc1cccc(-n2c(Cc3cc(=O)[nH]c(=O)[nH]3)nnc2SCC(=O)N2CCCC2)c1	5%	-5%	-1%
O=c1[nH]c(Nc2ccccc2)cc2ccccc12	11%	?	-12%

Compound profiles, as listed above.
Profile of CC(=O)Nc1ccc(S(=O)(=O)N(C)CC(=O)N/N=C/c2cccc(O)c2)cc1 = TDP1 block = 3%; DT40 TDP1 no CPT = -15%; GCN5L2 inh = -10%
Profile of Cc1ccccc1C(=O)NNC(=O)c1ccc(F)cc1 = TDP1 block = 8%; DT40 TDP1 no CPT = -10%; GCN5L2 inh = -7%

Additional structures.
SMILES	TDP1 block	DT40 TDP1 no CPT	GCN5L2 inh
COc1ccc(-c2nc(CS(=O)CC(=O)N3CCN(C)CC3)c(C)o2)cc1OC (centres undefined)	5%	23%	2%
O=C(CCS(=O)(=O)Cc1ccccc1F)N1CCc2ccccc2C1	6%	16µM*	-2%
Cc1ccc(-n2c(=O)cc(N3CCN(C(=O)c4ccco4)CC3)[nH]c2=O)cc1	3%	-3%	-3%
CN1CCN(c2ncc(CN3C(=O)c4ccccc4C3=O)s2)CC1	0%	?	2%
COc1ccc(C)cc1NC(=O)C1CCCN1S(=O)(=O)c1ccccc1F (centres undefined)	0%	?	-8%
S=C1NCN(C2CCCCC2)CN1Cc1ccccc1	3%	-5%	17%
CCCCCOc1ccccc1CN1C(=O)C(=O)c2cc(C)ccc21	10%	5.2µM*	-14%
COC(=O)c1c(-c2ccccc2)csc1NC(=O)c1ccco1	-5%	-18%	-8%
Cc1ccsc1C(=O)OCC(=O)Nc1c(C)n(C)n(-c2ccccc2)c1=O	-2%	-21%	27%
Cc1ccccc1OCCn1c(=O)oc2ccccc21	0%	-22%	-2%

3 structures already listed, arranged by count of non-hydrogen atoms, smallest number first.
SMILES	TDP1 block	DT40 TDP1 no CPT	GCN5L2 inh
S=C1NCN(C2CCCCC2)CN1Cc1ccccc1	3%	-5%	17%
COc1ccc(C)cc1NC(=O)C1CCCN1S(=O)(=O)c1ccccc1F (centres undefined)	0%	?	-8%
Cc1ccc(-n2c(=O)cc(N3CCN(C(=O)c4ccco4)CC3)[nH]c2=O)cc1	3%	-3%	-3%

Further entries
SMILES	TDP1 block	DT40 TDP1 no CPT	GCN5L2 inh
CSc1ccc(S(=O)(=O)N(CC(=O)NCc2ccccn2)c2ccc(C)cc2)cc1	8%	?	-7%
CCCCCC(=O)Nc1cccc(C2=NOC3(C2)C[C@H](C(N)=O)N(C(=O)CC#N)C3)c1 (some centres undefined)	-4%	.	-2%
COc1cccc(/C=N/Nc2nc(C)cc(=O)[nH]2)c1OC	.	-4%	-22%
Cc1cc(C)c(OCCOCCN(C)C)c(Br)c1	6%	?	-5%
CCC/C(O)=C1\C(=O)CC(c2ccccc2)CC1=NC (centres undefined)	6%	-5%	.
CCCn1nnnc1SCC(=O)Nc1cccc(NC(=O)c2ccco2)c1	2%	-8%	-16%
CC(CNC(=O)CN1C(=O)COc2ccc(S(=O)(=O)N3CCCCC3)cc21)c1ccccc1 (centres undefined)	1%&3%	-17%&-12%	-2%&1%
C/C(=N\NC(=O)COc1ccccc1[N+](=O)[O-])c1cccc(NC(=O)c2ccncc2)c1	-16%	8.2µM*	-3%
C=CCNC(=S)N1CCN(C2CCCCC2)CC1	-7%	0%	-4%
O=C(c1cc(C(F)(F)F)cc(C(F)(F)F)c1)N1CCC2(CC1)CCN(c1ccncc1)CC2	.	18µM*	-16%

Of the compounds above, these have bromine:
SMILES	TDP1 block	DT40 TDP1 no CPT	GCN5L2 inh
CC(C)OCCCNC(=O)c1ccc(Br)cc1	1%	7%	-4%
Cc1cc(C)c(OCCOCCN(C)C)c(Br)c1	6%	?	-5%
